# Screens deposited in PubChem by Broad Institute.
# CAL PDZ FP-1: blocks peptide binding to the human CAL PDZ domain; Q9HD26; purified CAL PDZ, TMR-peptide fluorescence polarization, 1 h; inhibition, % at 24.9 µM; 300,000 tested, 0.92% active; AID 602252;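 active = mean inhibition of at least 30% with at least half of replicates also reaching 30%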;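 note: 0% = DMSO neutral control and 100% = excess unlabeled competitor peptide PRC23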
# PvdQ inh: P. aeruginosa PvdQ acylase inhibition. purified PvdQ acylase, fluorescence plate reader. inhibition, % at 10 µM. 340,000 tested, 0.063% active; in the data active = inhibition above about 30%, passing the limit was not always enough;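 note: 0% = vehicle neutral wells and 100% = reference inhibitor wells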
# Rtt109 Vps75: inhibitors of Candida albicans Rtt109/Vps75 histone acetyltransferase. Q5AAJ8. purified Rtt109/Vps75, ThioGlo CoA-SH fluorescence, 4 h. AID 540336. inhibition, % at 34.9 µM. 330,000 tested, 0.16% active;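 active = inhibition of at least 50% in every replicate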
# MITF act: increases MITF-driven TRPM1 promoter luciferase signal. SK-MEL-5 TRPM1-promoter luciferase, 24 h; % of positive control, neutral wells = 0. activation, % at 12.5 µM. 300,000 tested, 0.75% active. AID 588334;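 active = mean activation of at least 80% with every replicate also reaching 80%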;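 note: 0% = neutral control wells and 100% = parthenolide positive control wells; values of inactives mirror those of a sister screen read the other way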
# SR-BI DiI-HDL act: activators of SR-BI mediated HDL lipid uptake | 320,000 tested, 0.096% active | activation, % at 12.5 µM | AID 504775 | CHO ldlA[mSR-BI] cells, DiI-HDL uptake fluorescence, 3 h; 100 = double the neutral-control signal;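 active = mean replicate activation of at least 60% and every replicate at or above 60%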;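 note: 0% = median plate neutral-control signal and 100% = twice that signal; values of inactives mirror those of a sister screen read the other way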
#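 material = CHO ldlA[mSR-BI] cells | medium = Ham's F12 with 0.5% BSA, HEPES 25 mM, pH 7.4 | reagent = fluorescent DiI-HDL, 10 µg/mL final | compound dosing = single-point compound dose | incubation = 3 h, 37 °C | measured by = bottom-read fluorescence, 550/595 nm | measure = HDL uptake via cellular fluorescence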
# CAL PDZ FP-2: human CAL PDZ-peptide interaction inhibition; Q9HD26; purified CAL PDZ, TMR-peptide fluorescence polarization, 1 h; inhibition, % at 20 µM; 330,000 tested, 0.02% active; AID 504414;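 active = highest replicate inhibition of at least 40%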;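 note: plate controls were DMSO neutral control wells for no effect and unlabeled competitor peptide control wells for full effect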
#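 Read-out basis: mP drop reported as inhibition | Assay system: Tagged CAL PDZ protein CerCALP, purified | Benchmarks: Unlabelled peptide for full inhibition, DMSO wells as neutral | Schedule: 1 h incubation at room temperature before polarization reading | Buffer or medium: Sodium phosphate/NaCl buffer pH 7.4 with TCEP, IgG, Thesit | Doses: Single point, 20 µM | Measured by: Fluorescence polarization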
# SR-BI DiI inh: inhibitors of mouse SR-BI mediated HDL lipid uptake | inhibition, % at 12.5 µM | 320,000 tested, 0.96% active | ldlA[mSR-BI] CHO cells, DiI-HDL uptake fluorescence, 3 h | Q61009 | AID 488896;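 active = mean replicate inhibition of at least 70% and a set share of replicates each scoring 70 or more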;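 note: 0% = median of neutral control wells and 100% = median of positive control wells; values of inactives mirror those of a sister screen read the other way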
# Target sequence (Q61009 whole entry, looked up): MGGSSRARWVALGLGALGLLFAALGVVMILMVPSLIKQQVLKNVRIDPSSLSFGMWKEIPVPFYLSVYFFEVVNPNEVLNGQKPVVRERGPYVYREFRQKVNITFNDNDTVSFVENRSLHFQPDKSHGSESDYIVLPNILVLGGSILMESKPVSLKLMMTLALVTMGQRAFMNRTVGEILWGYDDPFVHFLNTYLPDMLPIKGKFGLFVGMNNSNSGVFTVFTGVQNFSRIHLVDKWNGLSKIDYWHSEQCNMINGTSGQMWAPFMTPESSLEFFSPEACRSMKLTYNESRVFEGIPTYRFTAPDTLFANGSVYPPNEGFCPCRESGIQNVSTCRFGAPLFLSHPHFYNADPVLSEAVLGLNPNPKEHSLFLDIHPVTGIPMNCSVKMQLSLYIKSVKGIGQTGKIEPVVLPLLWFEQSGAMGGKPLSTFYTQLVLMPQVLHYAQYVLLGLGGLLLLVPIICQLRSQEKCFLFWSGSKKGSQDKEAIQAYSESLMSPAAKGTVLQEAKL
# NSD2 inh: inhibitors of human histone methyltransferase NSD2; inhibition, % at 12.5 µM; O96028; 310,000 tested, 0.54% active; AID 743445; NSD2 peptide methylation, AlphaScreen, 120 min; in the data active = inhibition above about 50%
# dFosB act: activators of mouse delta FosB homodimer. purified delta FosB, TAMRA-CDK5 oligo fluorescence polarization; percent of positive-control signal above neutral wells. activation, % at 25 µM. 340,000 tested, 0.99% active;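 active = mean activation above about 17%, with every replicate also reaching it, limit read from the data, passing the limit was not always enough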;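 note: fluorescence polarization rise as delta FosB binds a TAMRA Cdk5 AP-1 oligo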
# Target sequence (P13346 whole entry, looked up): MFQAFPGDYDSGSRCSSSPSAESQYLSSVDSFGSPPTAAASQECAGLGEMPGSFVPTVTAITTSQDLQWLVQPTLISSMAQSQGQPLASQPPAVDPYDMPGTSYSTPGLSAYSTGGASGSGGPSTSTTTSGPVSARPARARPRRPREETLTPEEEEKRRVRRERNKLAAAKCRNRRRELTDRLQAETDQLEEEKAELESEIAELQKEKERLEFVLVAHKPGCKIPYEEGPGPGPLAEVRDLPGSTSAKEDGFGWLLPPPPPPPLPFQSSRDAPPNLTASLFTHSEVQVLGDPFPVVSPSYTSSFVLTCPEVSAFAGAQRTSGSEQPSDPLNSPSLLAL
# PfHsp90 set2: reduces growth (ATP signal) of yeast expressing P. falciparum Hsp90; inhibition, % at 9.4 µM; S. cerevisiae expressing PfHsp90, BacTiter-Glo ATP, 48 h; yeast lacking PDR1 and PDR3 efflux regulators; 310,000 tested, 0.32% active; AID 504621;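 active = every replicate shows inhibition above about 80%, whatever the replicate mean, limit read from the data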;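 note: 0% = DMSO neutral controls and 100% = 20 µM radicicol positive controls; yeast relying on Plasmodium falciparum Hsp90 in place of its own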
# An asterisk follows results filed as active; x = no result given. Rows were taken by chance; any-hit rate near 4.3%.
SMILES,CAL PDZ FP-1,PvdQ inh,Rtt109 Vps75,MITF act,SR-BI DiI-HDL act,CAL PDZ FP-2,SR-BI DiI inh,NSD2 inh,dFosB act,PfHsp90 set2
CCOC(=O)N1CCC(N(C(=O)Nc2ccc(Cl)c(Cl)c2)C(C)CC)CC1 (stereo unspecified),-3,-1,15,-12,-43,-2.0,43,1,-7,x
CCN(CC)S(=O)(=O)c1ccc2c(c1)c(=O)c(C(=O)N1CCN(c3ccccc3)CC1)cn2C,0,10,x,x,-1,-1.0,1,0,1,x
Cc1cc2cc3c(cc2nc1SCC(=O)Nc1ccccc1)CCC3,2,-7,-1,-23,-35,0.0,35,x,-3,-10
Cc1cc(=O)oc2cc(OC(C)C(=O)NC3CCCC3)ccc12 (stereo unspecified),x,6,6,-12,x,-0.6,x,2,-2,2
CCOC(=O)N1CCc2c(sc3c2c(=O)n(-c2ccc(CC)cc2)c(=O)n3CC(=O)NCC2CCCO2)C1 (stereo unspecified),9,7,30,8,x,-0.9,2,-3,-9,16
CN(C(=O)CN1C(=O)S/C(=C\c2ccccc2Cl)C1=O)C1CCS(=O)(=O)C1 (stereo unspecified),-3,-3,4,16,9,-1.3,-9,3,-5,16
CCC(CC)NC(=O)Nc1cccc(C)c1C,-3,-3,x,20,3,-3.2,-3,-4,1,9
Cn1nccc1C(=O)N1CCN(c2ccccc2Cl)CC1,-8,-10,-5,2,x,-0.3,-1,-2,-2,-20
CCOC(=O)c1ccc(NS(=O)(=O)N2CCCCCC2)cc1,-16,-17,-3,19,-7,-1.6,7,0,-10,-18
O=C(CSc1ncccn1)Nc1ccc2[nH]c(=O)[nH]c2c1,-3,-15,8,-4,38,0.5,-38,1,1,-20
Cc1ccc(C(=O)Nn2c(C)nc3ccccc3c2=O)cc1C,-4,-3,1,-2,-9,0.4,9,-1,0,-19
COCCn1c(SCC(=O)Nc2ccc3c(c2)OCCO3)nnc1C(C)C,-2,-6,-8,-7,x,-1.8,x,0,-3,6
CCCC(=O)OC1CC(C)N(C(=O)c2ccccc2)c2ccc(C)cc21 (stereo unspecified),-3,-19,3,-11,-15,x,15,-7,-4,-15
CC1(C)N=C(/C=N/O)C=[N+]1[O-],-1,-15,-10,-4,35,-1.2,-35,-3,2,1
O=C(CCNS(=O)(=O)c1c(Cl)cccc1Cl)OCC(=O)c1ccccc1,-2,-15,0,9,15,-2.1,-15,31,-4,0
Cc1nc2cc(NC(=O)NC(C)(C)C)ccc2n1C,2,-16,-25,2,-12,-1.0,12,2,1,-11
CCC(C)Nc1cc(C)nc2ncnn12 (stereo unspecified),-3,-13,-12,2,6,-4.9,-6,-2,-2,-14
Cc1ccc(C(=O)COC(=O)C(C)N2C(=O)C3C4C=CC(C4)C3C2=O)cc1C (stereo unspecified),-3,-9,5,4,3,-1.7,-3,0,-7,6
Cc1cccc2sc(NC(=O)CSCc3ccccc3)nc12,x,-10,4,-5,-2,-3.5,2,0,-6,x
COC(=O)C(Nc1ccccc1Cl)(c1cc(C)c(O)c(C)c1)C(F)(F)F (stereo unspecified),-1,-4,1,-25,0,x,0,-2,-12,-17
COc1ccc(C2=NOC(C3(S(=O)(=O)c4ccccc4)CC(O)C3)C2)cc1 (stereo unspecified),0,-3,-6,8,20,-0.2,-20,x,-1,-3
CC(C)c1nnc(NC(=O)CCC(=O)Nc2ccccc2)s1,-4,-7,1,-6,4,-0.9,-4,-1,8,14
CCOc1ccccc1NC(=O)c1ccccc1-c1ccccc1,2,1,-5,x,-26,0.1,26,-4,-5,4
O=C1c2ccccc2C2(c3ccccc3)NCCCN12 (stereo unspecified),x,-17,-15,x,18,-0.3,-18,-4,3,8
CC(=O)NC1(c2cccc(F)c2)CCN(CC(=O)NC(C)C)CC1,-3,-4,-11,6,42,-0.8,-42,0,-7,20
CCOC(=O)C1Nc2ccc(Br)cc2C2C=CCC12 (stereo unspecified),x,-6,-5,-15,-25,0.9,25,3,-8,-17
O=C(NCCCN1CCOCC1)c1sc2cc(Cl)ccc2c1Cl,-1,1,7,-5,24,0.1,-24,-2,1,3
Cc1cc(C(=O)NCCc2ccccc2)ccc1[N+](=O)[O-],-2,-8,0,92*,-12,0.7,12,2,0,-18
C=CCNC(=O)COC(=O)c1cc(S(=O)(=O)N2CCCCC2)ccc1Cl,-4,-4,-8,9,-16,0.8,16,1,-8,10
C/C(=N\NC(=O)c1ccncc1)c1ccc(N(C)C)cc1,0,-12,-8,17,12,x,-12,-2,-1,11
O=C1OCC2=C1C(c1ccc(F)cc1)c1cc3c(cc1N2)OCCO3 (stereo unspecified),-5,-3,-23,-54,-10,5.9,10,-2,-18,0
CCOC(=O)c1ccc(NC(=O)CCS(=O)(=O)c2ccc(Br)s2)cc1,3,-7,1,x,-5,-0.3,5,-4,-5,x
COCCOC(=O)c1c(C)n(C)c2ccc(OC(=O)c3ccco3)cc12,x,-2,-2,4,23,-2.9,-23,-16,-7,18
Cc1ccc(C2c3c(oc4ccccc4c3=O)C(=O)N2c2nnc(C(C)C)s2)o1 (stereo unspecified),5,-6,2,-9,18,-1.7,-18,x,-8,-20
COc1ccc(CCNC(=O)c2cccc(NC3=NC4CS(=O)(=O)CC4S3)c2)c(OC)c1 (stereo unspecified),x,-15,9,-10,-23,0.2,23,x,6,12
CNC(=O)COC(=O)CCC(=O)c1cccs1,x,-1,12,3,24,0.2,-24,32,-5,-4
CSCCc1nc(SCC(=O)Nc2nnc(C)s2)[nH]c1C,-10,-10,0,-6,-18,-0.2,18,x,5,7
NS(=O)(=O)c1ccc(-n2nc(C(=O)O)cc2-c2ccc(Cl)cc2)cc1,5,0,4,0,-2,0.7,2,-2,-2,-36
CCN(C[C@H]1N[C@@](C)(C(=O)OC)[C@H]2C(=O)N(Cc3ccccc3)C(=O)[C@@H]12)S(=O)(=O)c1ccccc1,-4,-11,5,8,19,-0.1,-19,x,-6,0
O=C(Cc1ccc(-n2c(=O)[nH]c3ccccc3c2=O)cc1)N1CCN(c2cccc(Cl)c2)CC1,-2,3,1,7,-44,-1.5,44,1,-8,x
CC1CCC2(CC1)SCC(=O)N2c1ccccc1 (stereo unspecified),-3,-3,x,9,10,-0.4,-10,5,0,5
CC1=CC2=NC(=O)/C(=C/c3cccs3)C(=N)N2O1,1,1,4,14,-8,0.8,8,-4,0,13
O=C(c1ccc(Br)o1)N1CCN=C1SCc1cccnc1,-3,-2,-12,8,-7,-1.0,7,x,-12,-17
Cc1c(NC(=O)CN(C)CC(=O)Nc2ccc(F)c(F)c2F)c(=O)n(-c2ccccc2)n1C,-4,-8,1,0,7,-2.1,-7,x,1,-7
COc1ccc(-n2nc(C(=O)NCC(=O)NCc3ccco3)c3ccccc3c2=O)cc1,-3,-3,-26,x,4,-2.8,-4,-1,-13,x
CN1CC2(C)OC(=O)C(Cl)=C2CC1c1ccccc1 (stereo unspecified),-3,5,-23,0,x,-1.8,x,-2,3,-16
COc1ccc(S(=O)(=O)NCc2ccccn2)cc1,0,-7,6,-9,31,-2.7,-31,x,-2,-13
C=CCN1C(=O)C(O)(CC(=O)c2ccc(N)cc2)c2ccccc21 (stereo unspecified),-5,9,6,8,5,-1.6,-5,15,-5,-12
Cc1cc(N2CCCC2=O)cc(C)c1S(=O)(=O)NCCOc1ccccc1,-7,-13,1,-7,16,-0.6,-16,-4,-12,29
COc1cc(C=NNc2ccc(S(=O)(=O)Nc3ccccc3C(=O)O)cc2[N+](=O)[O-])ccc1O,x,0,18,-8,13,1.2,-13,23,-29,-57
CN(CCc1ccccn1)C(=O)CCC1CCCN(C(=O)NC2CCCCC2)C1 (stereo unspecified),x,-1,7,1,-14,0.3,14,-6,-6,23
Cc1ccc(NC(=S)NC(=O)c2c(-c3ccccc3Cl)noc2C)cc1,2,-12,5,-6,-4,-0.7,4,-2,2,-28
COC(=O)c1ccc(Oc2c(Cl)cccc2[N+](=O)[O-])cc1,-14,-13,-7,4,10,-1.9,-10,3,-6,-19
O=C(O)c1cc(S(=O)(=O)N2CCN(S(=O)(=O)c3ccc4ccccc4c3)CC2)ccc1Br,-4,-25,-12,1,21,0.0,-21,6,-9,7
O=C(CSCc1ccc(Cl)cc1)N/N=C/c1ccc(Cl)cc1Cl,-5,-5,1,-4,5,-0.8,-5,-1,-1,9
O=C(/C=C/c1ccccc1)NNC(=O)c1cccnc1,-4,-10,2,-5,-2,-2.6,2,-2,1,-34
COc1ccc(CNC(=O)CNC(C)c2ccc(F)cc2)cc1 (stereo unspecified),1,-16,5,8,5,0.2,-5,-4,3,22
Cc1ccc(S(C)(=O)=NC(=O)NC(=O)c2c(Cl)cccc2Cl)cc1 (stereo unspecified),1,-10,-19,x,20,-0.8,-20,-1,-4,-12
CC1(C)CC(=O)C(C(c2cccc([N+](=O)[O-])c2)C2C(=O)CC(C)(C)CC2=O)C(=O)C1,10,-3,0,-11,12,-0.5,-12,0,-5,-22
O=Cc1[nH]c2ccccc2c1N(C(=O)CCl)c1ccccc1,-5,-2,4,-26,1,-2.3,-1,11,10,-18

# Printed as active in MITF act, among the entries above:
SMILES,CAL PDZ FP-1,PvdQ inh,Rtt109 Vps75,MITF act,SR-BI DiI-HDL act,CAL PDZ FP-2,SR-BI DiI inh,NSD2 inh,dFosB act,PfHsp90 set2
Cc1cc(C(=O)NCCc2ccccc2)ccc1[N+](=O)[O-],-2,-8,0,92*,-12,0.7,12,2,0,-18

# (listing goes on)
SMILES,CAL PDZ FP-1,PvdQ inh,Rtt109 Vps75,MITF act,SR-BI DiI-HDL act,CAL PDZ FP-2,SR-BI DiI inh,NSD2 inh,dFosB act,PfHsp90 set2
COc1cccc(/C=C/C(=O)N2CCN(c3n[nH]c(=O)[nH]c3=O)CC2)c1OC,2,-11,3,-4,x,0.5,x,2,-18,-9
CN(C)c1oc(-c2ccc(OCc3ccccc3)cc2)nc1C#N,-4,-4,-10,77,-28,-0.2,28,-4,-12,-9
Cn1c(=O)cc(SCC(=O)N2CCN(C(=O)c3ccco3)CC2)c2ccccc21,-5,7,29,-8,-1,-1.7,1,3,-10,6
CC(=O)Nc1ccc(S(=O)(=O)Nc2nc3ccccc3nc2Nc2ccc(N)cc2)cc1,-3,-3,2,-11,x,-3.5,x,4,-15,-47
CC1CCCCC1NC(=O)CSc1nnc(CNC(=O)c2ccccc2)n1C (stereo unspecified),-5,10,6,-14,5,-1.5,-5,4,-5,2
